High-throughput results from PubChem.
TrxR1 substrate = qHTS Assay for Substrates of Mammalian Selenoprotein Thioredoxin Reductase 1 (TrxR1): qHTS; Potency, µM (top dose mostly 114 µM), for inactives: at the top dose activity change, negative = substrate turnover; purified TrxR1 substrate turnover, NADPH consumption readout; AID 588456, 2011; Thioredoxin reductase 1, cytoplasmic (Rattus norvegicus), O89049; actives 0.01% (n = 390,000); also: % is scaled to controls: 0 for no effect and ±100 for the full control effect; nearly all actives have a fitted effect of over 50% in size
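Rat TrxR1, dispensed at 90 nM, was prereduced with 400 uM NADPH (final) for 5 min at ~22 deg C, then incubated with compound 15 min before 400 uM selenite. A first-read NADPH fluorescence drop versus no-compound background flagged substrates.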
IDH1 R132H inh = qHTS for Inhibitors of mutant isocitrate dehydrogenase 1 (IDH1): qHTS; Potency, µM (series often up to 76.6 µM), for inactives: at the highest dose activity change, negative = inhibition, usual class: inhibitors; IDH1-R132H enzyme, NADPH consumption, diaphorase/resazurin fluorescence; AID 602179, 2012; actives 0.093% (n = 390,000); also: % is scaled to controls: 0 for no effect and ±100 for the full control effect; nearly all actives have a fitted effect of over 65% in size
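IDH1-R132H (0.5 ug/mL) preincubated 30 min with compound, then NADPH (0.016 mM) and alpha-KG (2 mM) added; 80 min at RT, pH 7.5. Remaining NADPH coupled via diaphorase/resazurin to fluorescence (540/590 nm); concentration-response curves normalized to no-enzyme control.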
Vif-APOBEC3G blk = qHTS for Inhibitors of Vif-A3G Interactions: qHTS | DNA dC->dU-editing enzyme APOBEC-3G (Homo sapiens), Q9HC16 | HeLa A3G-eYFP + Vif (tagged APOBEC3G with the HIV-1 protein that degrades it), YFP fluorescence, overnight | Potency, µM (highest dose often 46.1 µM), inactives show at the highest dose activity, negative = active, actives largely listed as inhibitors | actives 0.076% (n = 410,000) | AID 602310, 2012;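 also: % is scaled to controls: 0 for no effect and ±100 for the full control effect; nearly all actives have a fitted effect of over 60% in size; hits raise eYFP signal because A3G escapes Vif-driven loss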
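HeLa cells stably expressing Vif and C-terminally eYFP-tagged A3G, seeded overnight at 37 deg C, then exposed to compound by pintool overnight at 37 deg C. Rise in yellow fluorescence (Ex 488/Em 500-530, Acumen) marks blocked Vif-driven A3G degradation.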
rTrxR1 inhibitor = qHTS Assay for Inhibitors of Mammalian Selenoprotein Thioredoxin Reductase 1 (TrxR1): qHTS; Potency, µM (top dose mostly 114 µM), for inactives: at the highest dose activity change, negative = inhibition, actives largely listed as inhibitors; Thioredoxin reductase 1, cytoplasmic (Rattus norvegicus), O89049; actives 1% (n = 390,000); recombinant rTrxR1, NADPH fluorescence consumption, selenite substrate; also: % is scaled to controls: 0 for no effect and ±100 for the full control effect; nearly all actives have a fitted effect of over 65% in size
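Rat TrxR1 (90 nM in the dispensed reagent) was pre-reduced with 400 uM NADPH for 5 min at room temperature, then incubated with compound for 15 min. After 400 uM selenite was added, NADPH fluorescence (Ex 340/Em 450 nm) was followed for 8 min.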
Vif-APOBEC3F blk = qHTS for Inhibitors of Vif-A3F Interactions: qHTS. HeLa A3F-eYFP + Vif (tagged APOBEC3F with the HIV-1 protein that degrades it), YFP fluorescence increase. Potency, µM (doses to about 46.1 µM), for the others: at the highest dose activity, negative = active. actives 0.2% (n = 390,000). AID 602313, 2012; also: % of control where 0% means no effect; nearly all actives have a fitted effect of over 65% in size
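Fluorescence increase (Ex 488/Em 500-530) after overnight compound treatment at 37 deg C flags inhibition of Vif-driven A3F-eYFP loss in stable HeLa A3F-eYFP/Vif cells seeded overnight beforehand.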
RGS4 inhibitor = Inhibitors of Regulator of G Protein Signaling (RGS) 4: qHTS | Regulator of G-protein signaling 4 (Homo sapiens), P49798 | Transcreener GDP fluorescence polarization, RGS4-accelerated GTP hydrolysis | Potency, µM (highest dose often 114 µM), without a hit: top-dose activity change, negative = inhibition, actives largely listed as inhibitors | actives 0.039% (n = 390,000); also: % is scaled to controls: 0 for no effect and ±100 for the full control effect; nearly all actives have a fitted effect of over 75% in size; some results filed as inactive show a strong effect at the top dose
Target sequence (P49798 whole entry, looked up): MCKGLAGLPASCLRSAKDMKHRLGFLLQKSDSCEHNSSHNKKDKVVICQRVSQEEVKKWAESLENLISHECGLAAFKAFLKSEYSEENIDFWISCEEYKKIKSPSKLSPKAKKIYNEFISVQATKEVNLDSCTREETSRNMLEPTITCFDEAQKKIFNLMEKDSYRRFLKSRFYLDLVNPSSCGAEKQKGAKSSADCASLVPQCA
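MLSMR compounds (23 nl, pin-transferred) preincubated 10 min at room temperature with a 500nM (2x) first reagent, then RGS4 at 900nM (2x) plus Transcreener GDP mix added; fluorescence polarization (620/688 nm) read before and after 90 min at 30 °C.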
USP1 inh = Inhibitors of USP1/UAF1: Primary Screen | recombinant USP1/UAF1, Ub-Rhodamine cleavage fluorescence | Potency, µM (series often up to 57.1 µM), for inactives: at the highest dose activity change, negative = inhibition, most hits filed as inhibitors | actives 0.23% (n = 390,000) | AID 743255, 2014; also: % is scaled to controls: 0 for no effect and ±100 for the full control effect; nearly all actives have a fitted effect of over 60% in size; inactives centre near -12
Target sequence (O94782 whole entry, looked up): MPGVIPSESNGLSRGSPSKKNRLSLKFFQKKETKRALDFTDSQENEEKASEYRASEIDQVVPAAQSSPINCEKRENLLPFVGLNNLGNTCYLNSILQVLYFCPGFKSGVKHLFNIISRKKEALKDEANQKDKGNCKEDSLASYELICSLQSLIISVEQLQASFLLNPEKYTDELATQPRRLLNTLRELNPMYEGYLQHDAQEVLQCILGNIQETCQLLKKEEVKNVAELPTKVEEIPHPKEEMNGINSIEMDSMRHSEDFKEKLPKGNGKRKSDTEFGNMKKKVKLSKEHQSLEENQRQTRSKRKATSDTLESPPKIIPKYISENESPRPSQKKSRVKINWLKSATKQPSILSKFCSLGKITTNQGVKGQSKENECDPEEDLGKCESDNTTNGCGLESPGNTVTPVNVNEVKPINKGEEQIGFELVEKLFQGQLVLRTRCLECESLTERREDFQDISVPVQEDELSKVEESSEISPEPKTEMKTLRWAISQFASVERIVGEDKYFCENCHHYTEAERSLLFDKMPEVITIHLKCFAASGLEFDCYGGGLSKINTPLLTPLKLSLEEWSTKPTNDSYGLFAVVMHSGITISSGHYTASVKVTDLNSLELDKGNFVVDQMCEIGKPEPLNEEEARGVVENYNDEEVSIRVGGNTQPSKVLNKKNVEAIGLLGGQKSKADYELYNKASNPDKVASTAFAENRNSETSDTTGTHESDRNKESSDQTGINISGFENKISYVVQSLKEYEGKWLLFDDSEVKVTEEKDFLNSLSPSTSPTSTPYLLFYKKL
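1 nM enzyme complex + cpd, 15 min RT; start with Ub-Rho 150nM final; kinetic fluorescence ex 480/em 540, 6 reads q60 s. Buffer 50mM HEPES pH 7.8, 0.5mM EDTA, 0.1 mg/ml BSA, 1mM TCEP, 0.01% Tween-20.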
RXFP1 ag = qHTS Assay for Agonists of the Relaxin Receptor RXFP1; actives 0.3% (n = 370,000); AID 2676, 2010; HEK293T-RXFP1 cAMP TR-FRET, 30 min; response scale: percent of porcine relaxin response, buffer zero; Relaxin receptor 1 (Homo sapiens), Q9HBX9; Potency, µM (highest dose often 57.5 µM), inactives show at the highest dose activation, usual class: activators; also: % is scaled to controls: 0 for no effect and ±100 for the full control effect; nearly all actives have a fitted effect of over 60% in size; many of its hits are not listed in these tables
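HEK293T cells stably expressing RXFP1 were pretreated with the PDE4 inhibitor Ro 20174, exposed to compounds for 30 min at 37C, lysed, and cAMP was read by TR-FRET. Data normalized to buffer (basal) and 29 nM porcine relaxin (100%).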
12-LOX inh = Primary qHTS assay for inhibitors of human arachidonate 12S-lipoxygenase (ALOX12): Round 2. purified 12hLO, xylenol orange hydroperoxide absorbance. Potency, µM (doses to about 108 µM), without a hit: top-dose activity change, negative = inhibition, usual class: inhibitors. actives 1.1% (n = 580,000); also: % is scaled to controls: 0 for no effect and ±100 for the full control effect
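Purified human 12hLO (150 nM final) in 25 mM Hepes, 0.01% Triton X-100, pH 7.0 was preincubated 15 min at room temperature with compound. Then 40 uM arachidonic acid was added, 30 min. Hydroperoxide was read by Fe-XO absorbance ratio 573/405 nm.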
An asterisk follows results filed as active; u = inconclusive; x = no result given; [ ] = another dose, or the depositor's remark. Calls follow the shape of the dose curve; as a rule, active = well fitted curve in the direction sought with a large enough effect; inconclusive = small, poorly fitted or top-dose-only effect, or another doubt; inactive = no such curve, though single readings can be large; an effect the other way counts as inactive or inconclusive. Potency is read from the fitted curve at half-maximal effect.

Molecule | rTrxR1 inhibitor | Vif-APOBEC3G blk | USP1 inh | RXFP1 ag | IDH1 R132H inh | Vif-APOBEC3F blk | TrxR1 substrate | 12-LOX inh | RGS4 inhibitor
CCN(C(=O)c1noc2c1COc1ccc(C)cc1-2)c1cccc(C)c1 | 0% | 3% | -12% | -0.4% | -4% | -3% | -5% | -15% | 3%
Cc1cc(/C=N/n2cnnc2)c(C)n1-c1ccc2ncccc2c1 | -3% | 0% | -6% | x | -8% | -4% | -6% | -26% | 25%
C/C(=N/OC(=O)c1c(F)cccc1F)c1nccs1 | 7% | -2% | -9% | 0.4% | -1% | -1% | 1% | -25% | -23%
Cc1ccc(Cn2c(C)c3cnn(CC(=O)NCCc4ccc(Cl)cc4)c(=O)c3c2C)cc1 | u | 1% | 10% | -0.6% | -9% | -29% | -8% | 0% | 12%
O=C1CN(c2nc3nonc3nc2N2CCCCC2)CCN1 | -6% | 0% | 3% | -0.2% | 3% | 10% | -8% | 2% | 36%
O=S(=O)([O-])CCC[N+]1(CC#Cc2ccccc2)CCCCC1 | 8% | 9% | -16% | 0.7% | 12% | -3% | -3% | 0% | -136%[56.9 µM]
CC(C)N=C1NN=C(c2ccc(Cl)c(Cl)c2)CS1 | 5%[57.1 µM] | -6% | -19% | 3.8% | -5% | -3% | -1%[57.1 µM] | u | -14%
CCOC(=O)c1cn(Cc2ccccc2)nn1 | -5% | 0% | -15% | -0.6% | -2% | -17% | -2% | 6% | 9%
O=C(COC(=O)CNC(=O)c1ccc(Cl)c([N+](=O)[O-])c1)NNC(=O)c1cccs1 | -8% | -5% | -5% | 0.2% | 6% | 11% | -2% | -7% | -9%
COc1ccc(-c2cn3c(n2)sc2cc(C(=O)Nc4cccc(OC)c4)ccc23)cc1 | 13% | -5% | -12% | 1.5% | 0% | -3% | 11%[11.4 µM] | -27% | 18%
Oc1ccccc1-c1nnc(COc2ccc(Cl)cc2Cl)o1 | 16%[57.1 µM] | 2% | -3% | 3.4% | -7% | -6% | 8%[57.1 µM] | u | u
Cc1cccc(Cn2c(C(C)(C)C)cc3cccnc32)c1 | 11%[57.1 µM] | 2% | -15% | 0.0% | 8% | -2% | -1%[57.1 µM] | -7% | 8%
Cc1ccc(NC(=O)N(CCC(=O)O)Cc2ccccc2)cc1 | 11%[57.1 µM] | 2% | -20% | 0.7% | 13% | -15% | -2% | 0% | -14%
O=C(Oc1ccc(OC(=O)C2CCC2)cc1)C1CCC1 | -9%[57.1 µM] | -8% | -10% | 1.1% | 6% | -13% | 6%[57.1 µM] | -2% | -23%
C=CCn1c(Cc2cccs2)nnc1SCC(=O)c1ccc(F)cc1 | -18% | 0% | -13% | 0.3% | 8% | -2% | 10% | u | -33%

2 entries from above, with each value named:
O=S(=O)([O-])CCC[N+]1(CC#Cc2ccccc2)CCCCC1
  rTrxR1 inhibitor = 8%; Vif-APOBEC3G blk = 9%; USP1 inh = -16%; RXFP1 ag = 0.7%; IDH1 R132H inh = 12%; Vif-APOBEC3F blk = -3%; TrxR1 substrate = -3%; 12-LOX inh = 0%; RGS4 inhibitor = -136%[56.9 µM]

CC(C)N=C1NN=C(c2ccc(Cl)c(Cl)c2)CS1
  rTrxR1 inhibitor = 5%[57.1 µM]; Vif-APOBEC3G blk = -6%; USP1 inh = -19%; RXFP1 ag = 3.8%; IDH1 R132H inh = -5%; Vif-APOBEC3F blk = -3%; TrxR1 substrate = -1%[57.1 µM]; 12-LOX inh = u; RGS4 inhibitor = -14%

More results
Molecule | rTrxR1 inhibitor | Vif-APOBEC3G blk | USP1 inh | RXFP1 ag | IDH1 R132H inh | Vif-APOBEC3F blk | TrxR1 substrate | 12-LOX inh | RGS4 inhibitor
COc1ccc(-c2nnc3n(CCc4ccccc4)c(=O)c4ccccc4n23)cc1OC | 9% | -9% | -17% | 0.2% | -4% | -8% | -1% | -18% | 0%
CC(C)(C)c1ccc(S(=O)(=O)NCC(=O)N2CCCC2)cc1 | 10%[57.1 µM] | 0% | -7% | -0.9% | -5% | 8% | -10% | -18% | 17%
O=C(COC(=O)Cn1cnc2ccccc2c1=O)Nc1cc(Cl)ccc1[N+](=O)[O-] | -4% | -4% | -16% | -0.6% | 0% | 4% | -10% | u | -13%
CCCCCc1c(C)nc(N2CCc3ccccc3C2)[nH]c1=O | -6% | -1% | -9% | -1.2% | 1% | -1% | -7% | 18% | -23%
CCSc1nnc(C)c2ccccc12 | -7% | -1% | -22% | 18% | 1% | x | -8% | u | -22%
COc1ccc(OC)c(S(=O)(=O)n2cnc3cc(C)c(C)cc32)c1 | 26% | -14% | -19% | 0.5% | 3% | 2% | 9% | 219%[activator] | 6%
Cc1nn(Cc2c(F)c(F)c(F)c(F)c2F)c(C)c1NC(=O)c1c([N+](=O)[O-])c(C)nn1C | 2% | -1% | -1% | 0.3% | 4% | -8% | 6% | 2% | 6%
Cc1cc(C)n(-c2nc3ccccc3nc2Nc2ccc(N(C)C)cc2)n1 | -3% | -14% | u | 5.0% | 0% | u | -3% | u | -43%
O=C(CCCCl)NC(=S)Nc1ccc(N2CCOCC2)cc1 | -14% | -5% | -24% | -3.8% | -3% | -9% | 3% | 441%[activator] | -1%
O=C(CCc1ccccc1)NCc1cccnc1 | 10% | 2% | -4% | -0.4% | 6% | x | 0% | 10%[57.4 µM] | -4%
CC(=O)Nc1cccc(NC(=O)CCn2c(=O)sc3ccccc32)c1 | 17% | 4% | -15% | -1.8% | 7% | -7% | 8% | 0% | 14%
O=C(CCCN1CCN(c2ccccc2)CC1)c1ccc(F)cc1 | x | 2% | -19% | x | 10% | -4% | x | 1% | x
COc1ccc2oc(C(=O)OCC(=O)N3CCCCC3)c(C)c2c1 | 4%[57.1 µM] | -5% | -3% | 2.1% | 8% | u | 24%[57.1 µM] | 2% | -8%
CCCOc1ccc(N2C(=O)CC(NCCNc3ccc(S(=O)(=O)CC)cc3)C2=O)cc1 (stereo not given) | 16%[57.1 µM] | -4% | -14% | -0.7% | 7% | -15% | 3%[57.1 µM] | 0% | -10%
CCOC(=O)c1ccc(N2C(=O)c3n[nH]c(-c4ccco4)c3C2c2ccccc2OC)cc1 (stereo not given) | 6% | -8% | -12% | 1.2% | -19% | -8% | -10% | -22% | -1%
CCCCN(CC)C(=O)Cn1cnc2ccc(S(=O)(=O)N3CCC(C)CC3)cc2c1=O | 19% | -2% | -9% | -0.3% | 2% | 9% | 1% | -6% | -6%
O=C(O)c1ccccc1NC(=O)c1cc2ccccc2oc1=O | -7% | 1% | -8% | 3.8% | 14% | -9% | -9% | -8% | -30%
COc1ccc2nc(SCC(=O)Nc3ccc4c(c3)CCC4)[nH]c2c1 | 14%[57.1 µM] | -4% | -17% | -0.3% | -2% | 3% | -1%[57.1 µM] | -17% | -26%
COc1ccccc1C(=O)NCC(=O)N/N=C/c1cccc(Cl)c1 | 33% | 1% | -5% | 1.6% | 1% | -1% | 8% | 0% | 8%[11.4 µM]
Cc1ncc(C)c2c([N+](=O)[O-])cccc12 | x | 1% | -21% | x | -1% | 1% | x | -3% | x
CS(=O)(=O)Nc1ccc(C(=O)NCCc2ccccc2)cc1 | 4% | 1% | -18% | 0.1% | 5% | 3% | 0% | u | 0%
CCCC(O)(c1ccc(CC)cc1)C(CN1CCOCC1)c1ccccc1 (stereo not given) | 1%[57.1 µM] | -3% | -8% | -2.8% | -3% | -20% | 8%[57.1 µM] | u | -52%
NC(=O)c1ccc(NC(=O)COC(=O)c2cc([N+](=O)[O-])ccc2N2CCOCC2)cc1 | -12% | 1% | -25% | 1.9% | 5% | 11% | -10% | -15% | -26%
CC(C)NC(=O)CN(Cc1ccc(F)cc1)C(=O)CCC(=O)Nc1nccs1 | 27% | 1% | -12% | 0.0% | -4% | -4% | 4% | -4% | 13%
NNc1nc(-c2ccccc2)nc2sc3c(c12)CCCC3 | -14% | -8% | -13% | 3.2% | 11% | -14% | -10% | -20% | -11%
CCn1c(NCc2cc(Br)ccc2NS(=O)(=O)c2ccc(C)cc2)nc2ccccc21 | 5%[57.1 µM] | 1% | -20% | 1.1% | 6% | 0% | -4%[57.1 µM] | 6% | -14%
COc1ccccc1NS(=O)(=O)c1cc(NC(=O)C(C)C)ccc1N1CCCCC1 | 5%[57.1 µM] | 1% | -6% | -0.3% | 1% | -14% | 3%[57.1 µM] | -25% | u
Cc1cc2c(cc1S(=O)(=O)NCc1ccc(F)cc1)OCC(=O)N2 | -7% | -3% | -30% | -1.1% | -5% | -2% | -16% | -15% | 8%
CCOc1ccc(NC(=O)CCN2CCN(c3ccccc3)CC2)cc1 | 9%[57.1 µM] | 0% | -21% | 2.3% | 2% | 0% | 12%[57.1 µM] | 17% | 1%

The list is partial; the hit share may differ from the screen's.
